SSB-PriA inh: inhibitors of Klebsiella pneumoniae PriA binding to SSB C-terminal tail; AlphaScreen SSBct-PriA binding, biotinylated peptide; inhibition, % at 33 µM; hit rate 0.6% among 430,000; AID 1272365; in the data active = inhibition mostly above about 37%, no sharp cut-off; inactive = mostly below about 20%;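 also: plate controls were negative control peptide for no effect and reference peptide for full effect; strong numbers were not always called active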
Numbers without * were called inactive; & = joins results of further samples. Only part of the results is shown. The share of hits here may be higher or lower than overall.

SMILES,SSB-PriA inh
CC(C)(C)OC(=O)Nc1cnn(C[C@H]2COc3ccccc3O2)c1,-13.0
Cc1ccccc1NC(=O)Cn1c(-c2ccncc2)nc2ccccc21,2.0
O=C(Cc1cc(=O)[nH][nH]1)NN=Cc1ccccc1[N+](=O)[O-],5.2
O=C(CN1CC(c2nc(-c3cccnc3)no2)C1)NCc1ccc2c(c1)OCO2,-11.0
Cc1ccc(-c2ccc(=O)n(CCCNC(=O)Nc3ccccc3C(F)(F)F)n2)cc1,0.0
O=[N+]([O-])/C=C/c1cccs1,20.0
O=S(=O)(C1CC1)N1CCOC(c2cc(Cl)cc(Cl)c2)C1 (stereo not given),-8.0
O=C(CCC(F)(F)F)N1CC(S(=O)(=O)c2ccc(Cl)cc2)C1,-20.0
COc1ccc(NC(=O)C(=O)NCc2ccccc2C)cc1OC,-18.0
COc1ccc(Cn2cnc3c4cc(F)ccc4n(CC(=O)NCCC4=CCCCC4)c3c2=O)cc1,-22.0
Cc1cc(-c2ccc(C=Nn3cnnc3)o2)c(C)c([N+](=O)[O-])c1,9.0
COc1cccc(OCC(=O)NCCN2CCN(c3ccc(F)cc3)CC2)c1,1.0

Rewritten field by field: entries from further up.
smiles: O=C(Cc1cc(=O)[nH][nH]1)NN=Cc1ccccc1[N+](=O)[O-]
  SSB-PriA inh: 5.2
smiles: O=C(CN1CC(c2nc(-c3cccnc3)no2)C1)NCc1ccc2c(c1)OCO2
  SSB-PriA inh: -11.0
smiles: Cc1ccc(-c2ccc(=O)n(CCCNC(=O)Nc3ccccc3C(F)(F)F)n2)cc1
  SSB-PriA inh: 0.0
smiles: O=[N+]([O-])/C=C/c1cccs1
  SSB-PriA inh: 20.0

More compounds follow.
SMILES,SSB-PriA inh
CSc1ncccc1C(=O)N1CCC(CNC(=O)COc2ccccc2F)CC1,-4.0
COc1cc(NC(=O)NCCOc2ccccc2)cc(OC)c1OC,5.0
COc1cccc(-c2cc(CNC(=O)c3ccc(=O)n(C)n3)no2)c1,-9.0
O=C(c1cccs1)N1CCN(Cc2nc(-c3ccco3)cs2)CC1,-9.0
O=C(CC12CC3CC(CC(C3)C1)C2)NN=Cc1ccc([N+](=O)[O-])o1,-8.0
COc1cccc(C=NNC(=S)NCCc2ccccc2)c1OC,-7.0
CSc1ccc(-c2noc(-c3sccc3S(=O)(=O)N(C)c3ccc(C)c(F)c3)n2)cc1,-3.0
O=[N+]([O-])c1ccc(Nc2c([N+](=O)[O-])ccc3c2=NC2(CCCCC2)N=3)cc1,90.0*
COC(=O)c1ccc2c(=O)n(CCC(=O)NC3CCN(Cc4ccccc4)CC3)c(=S)[nH]c2c1,-11.0
COc1cc(C(=O)NCC(c2ccsc2)N2CCOCC2)cc(OC)c1OC (stereo not given),11.0
COc1ccc(C=NNC(=O)c2ccoc2C)cc1CN1CCN(c2ccc(F)cc2)CC1,-2.5
COc1ccc(CC(=O)Nc2ccc3c(c2)CN(C(=O)c2ccccc2)CC3)cc1,21.0
Cc1cc(C)n(C(=O)c2sccc2S(=O)(=O)N(C)c2ccc(Cl)cc2)n1,-6.0
C=CCN1C(=O)C(C)(C)COc2ccc(NS(=O)(=O)c3ccc(C)cc3)cc21,7.0
O=C(NCC[C@H](O)c1cccc2ccccc12)C(=O)Nc1cc2c3c(c1)CC(=O)N3CCC2,6.0
COCCCn1c(C(=O)N[C@H]2CCS(=O)(=O)C2)cc2c(=O)n3cccc(C)c3nc21,-11.0
Cc1nn(C)cc1C(C)Nc1ncc2c(=O)n(-c3ccccc3F)c(=O)[nH]c2n1 (stereo not given),61.0
CCOC(=O)N1CCN(C(=O)Nc2nc(CC(=O)N3CCN(c4ccccc4)CC3)cs2)CC1,-13.0
COCCNC(=O)NCCn1nc(-c2ccccn2)c2c1CCCC2,-3.0
COc1cc(C(C)=NNC(=O)CSc2nnc(C)s2)ccc1O,-7.4
CO[C@@](C)(CNC(=O)CN1C(=O)CCC1=O)c1ccccc1F,7.0
O=C(Nc1ccccc1)C1(c2cccs2)CCCC1,-26.0
CS(=O)(=O)N1CCN(Cc2nc3ccccc3n2Cc2ccccc2)CC1,0.0
CCCC(CCC)C(=O)Nc1cc(C)nn1-c1nc2c(cnn2-c2cccc(C)c2C)c(=O)[nH]1,-2.0
COc1ccccc1N1CCN(CCNC(=O)c2cnoc2C)CC1,5.0
COc1ccc(-c2cnc(SCCNC(=O)c3cccc(C(F)(F)F)c3)[nH]2)cc1,29.0
Cc1cc(C=Nn2cnnc2)c(C)n1-c1ccc(Cl)cc1,10.2
N#Cc1nccnc1OC1CCC(NC(=O)c2ccc3c(c2)OCO3)CC1 (stereo not given),-14.0
O=C(NN=Cc1ccccn1)c1ccncc1,-6.0
CCc1c(C)nc(-n2nc(C)cc2NC(=O)c2ccccc2SC)[nH]c1=O,-6.0
C=CCN1C(=O)C(C)(C)COc2cc(NC(=O)c3cccc(C(F)(F)F)c3)ccc21,4.0
CCOC(=O)Cc1csc(NC(=S)NC(=O)c2ccco2)n1,-2.0
COc1cccc2cc(C(=O)N3CCC(Cc4n[nH]c(=O)n4-c4ccccc4C)CC3)oc12,-12.0
O=C(COc1ccc(-c2ccccc2)cc1)NCC1CCCO1 (stereo not given),8.0
CN1CCc2c(sc(N=Cc3c[nH]c4ccccc34)c2C#N)C1,2.1
CCOc1ccc(-n2ccnc(SCc3cc(C)ccc3C)c2=O)cc1,-22.0
COc1cccc(NC(=O)c2csc(NC(=O)c3ccccc3)n2)c1,-17.0
CCOc1ccc(-c2noc(C3CCN(S(=O)(=O)c4ccc(OC)cc4)CC3)n2)cc1,-12.0
COC(=O)c1ccc(CN2CCC(COCc3cc(OC)cc(OC)c3)CC2)o1,-11.0
O=C(CCCS(=O)(=O)Cc1ccccc1)Nc1nc2c(F)cc(F)cc2s1,-13.0
C/C(=N/NC(=O)CCn1c2ccccc2c2ccccc21)c1ccc(Cl)s1,-11.0
CCc1ccc(-c2cc(C(=O)NN=Cc3ccco3)[nH]n2)cc1,2.8
Cn1ccc(C(=O)Nc2sccc2C#N)n1,-12.0
COc1ccc(C(=O)Nc2nc(-c3cc4cc(OC)ccc4o3)cs2)cc1,11.0
C=CCn1c(SCC(=O)Nc2ccccc2F)nc2scc(-c3ccc(OC)cc3)c2c1=O,-2.0
NS(=O)(=O)c1ccc(CCNC(=O)C(=O)NCC(c2ccco2)N2CCc3ccccc32)cc1 (stereo not given),29.0
Cc1nc2c(C)cccn2c1C(O)=C1C(=O)C(=O)N(CCN(C)C)C1c1ccccc1 (stereo not given),-6.8
Cc1ccccc1Cn1nc(-c2cccc(Br)c2)ccc1=O,-12.0
COc1ccc(-c2cc(=O)n(CC(=O)Nc3ccncc3)cn2)cc1,-23.0
O=C(CSc1nncc(=O)[nH]1)NCCc1ccccc1,-14.0
CCN1CCN(c2nc3ccc(OC(=O)c4sc5ccccc5c4Cl)cc3s2)CC1,-7.0
COc1ccc(NC(=O)CN2CCN(C(c3ccccc3)c3ccccc3)CC2)cc1,-8.0
Cn1nc(C(=O)Nc2ccccc2F)ccc1=O,-21.0&-11.0
Cc1nnc(-c2ccccc2)c(=O)[nH]1,-5.0&5.0
N#Cc1nccnc1N1CCC(CNC(=O)C2CC=CCC2)CC1 (stereo not given),-1.0
COc1cccc(CNC(=O)Cc2csc3nc(-c4ccc(C)cc4)cn23)c1,0.0
O=C1C2CCCC2=NN1c1ccccc1 (stereo not given),1.0
COc1ccc(Cl)cc1NC(=O)N1CCCC(c2nnc(C)s2)C1 (stereo not given),-3.0
CCc1cc2c(=S)c(-c3ccccc3)c(C)oc2cc1OC,15.0
Cc1c(C)c(C)c(S(=O)(=O)Nc2ccc3c(c2)OCC(C)(C)C(=O)N3C)c(C)c1C,-6.0

(cont.)
SMILES,SSB-PriA inh
Cc1ccccc1-n1nnc(C(=O)N[C@@H](C)CCc2ccco2)c1-c1ccncc1,1.0
CC(=O)NCc1ccc(S(=O)(=O)NN=Cc2ccccc2)cc1,-1.9
S=P(OCC1C(COP(=S)(c2ccccc2)c2ccccc2)C1(Cl)Cl)(c1ccccc1)c1ccccc1 (stereo not given),-4.0
Cc1cc(NS(=O)(=O)c2ccc(NC(=S)NC(=O)Cc3cccc4ccccc34)cc2)no1,1.0
COc1ccc(CC(=O)NNC(=O)c2cccn(Cc3ccc(F)cc3)c2=O)cc1OC,-2.0
O=C(NN=Cc1cccc(O)c1)c1cc(C2CC2)nc2ccccc12,0.8
CCc1ccc(C(=O)c2sc(C)nc2C(=O)OC)cc1,-12.0
Cc1ccc(Oc2cc(N3CCN(S(=O)(=O)c4cccc(F)c4)CC3)nc(C)n2)cc1,-8.0
CCOc1ccccc1NC(=O)Nc1ccccc1Cc1nc(-c2cccs2)no1,3.0
NC(=NNC(=O)c1cccs1)c1cc2cc(Cl)ccc2oc1=O,1.3
CNc1nc(NN=Cc2cc3c(cc2[N+](=O)[O-])OCO3)nc(Nc2ccccc2)n1,5.0
CC(=O)N1CCN(C(=O)CCc2c(C)nn(-c3nc(C)cc(=O)[nH]3)c2C)CC1,3.0
CCOC(=O)N1CCN(C(=O)CSc2nnc3ccc(-c4ccc(C)cc4)nn23)CC1,-7.0
COc1ccc(OC)c(NS(=O)(=O)c2c(C)n(C)c(=O)n(C)c2=O)c1,-7.0
COc1ccc(Cn2cc(-c3nc(C4CC4)no3)ccc2=O)cc1F,-10.0
Oc1c(Cl)c(Cl)c(O)c(Cl)c1Cl,11.0
CC(C)Sc1ccc(CC(=O)NCCn2ccc(C(F)(F)F)n2)cc1,-2.0
c1ccc(C(c2ccccc2)c2nn3c(-c4ccncc4)nnc3s2)cc1,-15.0
CC(=NNC(=O)CSc1nc2ccccc2o1)c1ccc(O)cc1,6.9
CCCCNC(=O)c1nnn(-c2ccc(C)cc2)c1-c1ccco1,-11.0
CCCS(=O)(=O)N1CCCc2cc(NC(=O)c3cccc(Br)c3)ccc21,-20.0
O=C(Nc1nc2c(s1)COCC2)c1cc(-c2cccs2)[nH]n1,-14.0
CC(=O)Nc1ccc2c(c1)c1ccccc1n2C,6.0
O=C(Nc1nnc(-c2ccco2)o1)c1ccc(S(=O)(=O)N2CCCc3ccccc32)cc1,-12.0
CC(=O)N1CCCC(c2nnc(CC(C)(C)C)o2)C1 (stereo not given),-8.0
CCC(C)[C@@H](N)C(=O)NN=Cc1ccc2ncccc2c1 (stereo not given in full),1.7
CC(C)(C)c1ccc(S(=O)(=O)Nc2nccs2)cc1,4.0
COc1ccc(-c2noc(-c3c(SC)nn(CC(=O)Nc4ccc(C(C)C)cc4)c3N)n2)cc1,3.0
O=C(CSc1nc(-c2cccs2)cc(C(F)(F)F)n1)Nc1ccc(Cl)cc1Cl,-12.0&8.0
Nc1nc(SCC(=O)NCc2ccc(F)cc2)ncc1S(=O)(=O)c1cccs1,1.0
CCCN(Cc1ccsc1)C(=O)c1cccn(C)c1=O,-24.0
COc1ccc(NC(=O)C(=O)NCCC(c2ccccc2)c2ccccc2)cc1Cl,-3.0
CS(=O)(=O)N1CCN=C1SCc1c(F)cccc1Cl,-12.0
COc1ccc(CCNC(=O)NCC(c2ccsc2)N2CCCC2)cc1 (stereo not given),-2.0
CN(C)C=Nc1nc(-c2ccc(Br)cc2)cs1,14.0
CCC(=O)N1N=C(c2ccccc2NS(C)(=O)=O)CC1c1ccccc1C (stereo not given),1.0
Cc1ccc(S(=O)(=O)NN=C2C(=O)C3(C)CCC2C3(C)C)cc1 (stereo not given),-0.1
CC(=O)c1cccc(NC(=O)CSc2nnc(-c3cccnc3)n2-n2cccc2)c1,-8.0
CCCCC(=O)Nc1nc(-c2ccc3c(c2)OCCO3)cs1,3.0
CCOC(=O)c1ccc2nc(NC(=O)c3cc(Cl)sc3Cl)sc2c1,-1.0
CN(C)CCCN1C(=O)C(=O)C(=C(O)c2ccncc2)C1c1ccc(Cl)c(Cl)c1 (stereo not given),3.0
O=C(Nc1nc(-c2ccccn2)cs1)c1ccc(Cl)cc1,73.3*
COC(CNC(=O)Cc1c(F)cccc1Cl)c1ccc(Cl)s1 (stereo not given),7.0
CC1CCN(C(=O)c2cc(NC(=O)c3ccccc3)c(=O)n(C)c2)CC1,-1.0
CCCNS(=O)(=O)c1ccc(NC(=O)C2CC3C=CC2C3)cc1 (stereo not given),-4.0
COc1ccc(CCNC(=O)NCC(c2ccsc2)N2CCN(C)CC2)cc1 (stereo not given),-9.0
CC[C@@H](C(=O)NCc1nn(C2CCCC2)c(=O)c2ccccc12)c1ccccc1,-10.0
COc1ccc(Cl)cc1NC(=O)c1ccc(=O)n(C)n1,-10.0&-6.0
COc1ccc(S(=O)(=O)N2CCCC[C@@H]2CC(=O)Nc2ccc(Br)c(C)c2)cc1,-19.0
COc1ccc(-c2nn(-c3ccccc3)cc2C=Nn2cnnc2)cc1OC,-2.5
CCS(=O)(=O)c1ccc(CC(=O)Nc2nc(-c3cc(Cl)sc3Cl)cs2)cc1,3.0
COc1ccc(C)c2sc(NCCCN3CCOCC3)nc12,18.0
N#C/C(=C/c1cn[nH]c1-c1ccccc1)C(=O)Nc1ccccc1O,-20.0
CC(C)Sc1ccc(CC(=O)NCC#CCN2CCc3ccccc3C2)cc1,0.0
CN(C)S(=O)(=O)N1CCN(C(=O)c2cnn3c2CCCC3)CC1,-11.0
CCc1ccc(N2CC(C(=O)NN=Cc3cc([N+](=O)[O-])ccc3O)CC2=O)cc1 (stereo not given),21.4
CC(C)CCN1C(=O)C(C)(C)COc2ccc(NC(=O)c3c(F)cccc3F)cc21,34.0
O=C(Nc1nnc(C2CCCCC2)o1)c1nc2ccccc2s1,4.0

High-throughput results deposited in PubChem by Small Molecule Screening Facility, UW Madison.
